High-throughput results as filed in PubChem BioAssay.
HSF1 inh: HSF1 inhibition; activity change, negative = inhibition, % at 7.5 µM (by protocol); 300,000 compounds, 0.77% hits; NIH3T3-HGL HSE-luciferase, MG132-induced, luminescence 8 h; stronger effect = lower value;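 active = more than half of replicate wells show activity change below -50%, luminescence cut by over half; inconclusive = some wells, but at most half, below -50%; inactive = no replicate well below -50%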;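 note: luciferase reports HSF-1 transcriptional activity via heat shock element; 0% = median of DMSO wells and -100% = zero luminescence signal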
DYRK1A inh: blocks rat Dyrk1A kinase activity; 310,000 compounds, 0.43% hits; inhibition, % at 12.5 µM; ADP-Glo luminescence, NFATc1 peptide; in the data active = inhibition above about 50%;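 note: plate controls were vehicle with enzyme for no effect and no enzyme for full effect; many of its hits are not listed in these tables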
PolyA inhibitor: blocks polyadenylation in yeast reporter cells; 300,000 compounds, 0.02% hits; S. cerevisiae SKY197-pL101 polyadenylation reporter, beta-gal luminescence; efflux-impaired pdr1/pdr3 knockout yeast; score 100 = 6 SD above DMSO; calls only at 12 µM;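 active = lowest replicate activity score at least 50, where 100 means six control SD above control mean; inconclusive = lowest score under 50 but half or more replicates reach 50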;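 note: yeast exposed to compound for 9 h at 30 °C; higher score means more reporter readthrough which indicates perturbed polyadenylation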
GSK3 alpha inh: inhibitors of human GSK-3 alpha kinase | P49840 | ADP-Glo luminescence, 60 min | inhibition, % at 10 µM | 320,000 compounds, 0.1% hits;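 in the data active = inhibition above about 50%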;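 note: GST-tagged GSK-3 alpha with peptide substrate and 25 µM ATP; 0% = DMSO neutral wells and 100% = GW8510 positive control wells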
Target sequence (P49840 whole entry, looked up): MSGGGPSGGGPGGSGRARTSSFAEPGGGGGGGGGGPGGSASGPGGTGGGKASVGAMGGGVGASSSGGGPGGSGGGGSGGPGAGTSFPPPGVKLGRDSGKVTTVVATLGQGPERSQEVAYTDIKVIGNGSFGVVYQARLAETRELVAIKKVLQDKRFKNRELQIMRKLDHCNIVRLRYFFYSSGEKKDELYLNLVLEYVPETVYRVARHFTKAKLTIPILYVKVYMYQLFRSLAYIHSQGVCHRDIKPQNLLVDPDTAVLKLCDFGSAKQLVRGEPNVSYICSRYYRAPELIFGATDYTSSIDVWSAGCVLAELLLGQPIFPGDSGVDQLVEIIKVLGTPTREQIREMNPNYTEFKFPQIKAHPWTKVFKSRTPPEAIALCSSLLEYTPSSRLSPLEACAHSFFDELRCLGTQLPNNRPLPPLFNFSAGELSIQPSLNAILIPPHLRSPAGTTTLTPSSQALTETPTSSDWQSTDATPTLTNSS
AI-2 QS modul: modulates the Vibrio harveyi AI-2 quorum sensing system. 300,000 compounds, 0.4% hits. Vibrio harveyi JMH597 AI-2 luminescence/OD600 ratio, 9 h; stronger effect = lower value; strain lacks LuxN and CqsS sensors; 0 = neutral-control median. activity change, % at 7.5 µM; in the data active = activity change below about -75%, passing the limit was not always enough; inconclusive = no clear call, values can overlap the other calls;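 note: luminescence divided by OD600 gain over 9 h not by final OD600 alone; inactives centre near 13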
Platelet DG rel: platelet dense granule release activity; AID 1663; human platelet-rich plasma, SFLLRN dense granule ATP release, luminescence; inhibition, %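 (compounds screened at 7.5 µM in platelet-rich plasma)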; 300,000 compounds, 0.22% hits;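 active = mean replicate score, as percent of positive control, at or above 50; inconclusive = mean below 50 but at least one replicate at or above 50; inactive = mean and every replicate below 50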
HDAC3 inhib: inhibitors of human histone deacetylase 3; O15379; recombinant HDAC3, fluorogenic peptide/trypsin coupled, fluorescence; inhibition, % at 8.3 µM; 320,000 compounds, 0.15% hits; in the data active = inhibition above about 26%, passing the limit was not always enough; inconclusive = no clear call, values can overlap the other calls
HSF-1 act: increases HSF-1 driven luciferase reporter signal; NIH3T3-HGL HSF-1 luciferase reporter, MG132, 8 h; 100% = twice DMSO control signal; 300,000 compounds, 1.7% hits; activation, % at 9 µM;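 active = mean replicate activation of at least 50% with a set share of replicates each reaching 50%; inconclusive = only one of those two conditions met; inactive = mean below 50% and too few replicates reaching it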;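 note: 0% = median of the neutral control wells and 100% = twice that signal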
GSK3B inh: human GSK3beta kinase inhibition. P49841. GST-GSK3beta kinase, ADP-Glo luminescence, 60 min; stronger effect = lower value. activity score (negative = inhibition), % at 10 µM. 300,000 compounds, 0.038% hits. AID 2097;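 active = more than half of replicate wells score below -50%, meaning over 50% inhibition versus plate controls; inconclusive = some replicates but at most half score below -50%; inactive = no replicate scores below -50%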;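 note: 0% = median DMSO wells and -100% = median GW8510 positive control wells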
Target sequence (P49841 whole entry, looked up): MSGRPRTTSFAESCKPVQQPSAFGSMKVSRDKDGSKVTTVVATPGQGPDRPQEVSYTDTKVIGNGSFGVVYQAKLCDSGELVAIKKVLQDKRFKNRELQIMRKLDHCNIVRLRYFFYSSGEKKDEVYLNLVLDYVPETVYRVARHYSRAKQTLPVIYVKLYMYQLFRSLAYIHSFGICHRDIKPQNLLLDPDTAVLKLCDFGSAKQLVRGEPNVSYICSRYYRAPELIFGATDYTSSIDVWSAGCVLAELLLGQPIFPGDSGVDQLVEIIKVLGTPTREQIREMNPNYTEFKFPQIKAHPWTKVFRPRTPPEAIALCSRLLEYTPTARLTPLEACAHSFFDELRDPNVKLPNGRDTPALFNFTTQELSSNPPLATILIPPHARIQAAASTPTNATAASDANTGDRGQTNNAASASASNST
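Test system – GST-tagged human GSK3beta kinase, cell-free · Incubation – 60 min enzyme reaction, room temperature · Signal – ADP-Glo luminescence · Also added – peptide substrate and ATP at 25 µM · Controls – DMSO neutral wells and GW8510 at 20 µM as positive · Buffer or medium – Tris/MgCl2 kinase buffer · Measure – Luminescence-derived activity versus plate DMSO and GW8510 wells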
HSP90 inh: inhibitors of HSP90 luciferase refolding in rabbit reticulocyte lysate. 290,000 compounds, 0.91% hits. luciferase refolding luminescence, 3 h. inhibition, % at 5.6 µM. AID 1789;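 active = inhibition above the screen-wide mean plus 3 SD, computed separately per campaign, cut at about 16% in these data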;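 note: 0% = DMSO wells and 100% = 60 µM geldanamycin wells; inhibitors lower the luminescence because luciferase stays unfolded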
Numbers without * were called inactive; i = inactive; ? = inconclusive; / = no result given; & = joins results of further samples.

SMILES	HSF1 inh	DYRK1A inh	PolyA inhibitor	GSK3 alpha inh	AI-2 QS modul	Platelet DG rel	HDAC3 inhib	HSF-1 act	GSK3B inh	HSP90 inh
C=CCOc1ccccc1CN(CCc1ccccc1)C(=O)c1cccc(S(C)(=O)=O)c1	5	1	i	-1	3	-5	4	20	-3	-1
O=C(NNC(=O)C1CCN(S(=O)(=O)c2cccc(C(F)(F)F)c2)CC1)C1CC1	-8	-6	i	-4	13	8	4	-12	0	-3
O=C1/C(=C/c2ccccc2[N+](=O)[O-])COc2ccccc21	110	3	i	-1	6	-5	3	141*	2	-3
CCOC(=O)c1sc(-c2ccc(Cl)cc2Cl)nc1O	-1	-1	i	-4	34	17	4	15	2	2
O=S(=O)(c1ccc(Cl)c(F)c1)N1CCC(c2nc(-c3ccncc3)no2)CC1	-3	3	i	-4	33	-3	-8	4	1	5
Cc1ccc(N=CC2=C(O)CC(c3cccc(Cl)c3)CC2=O)cc1 (centres undefined)	8	-2	i	0	15	-3	-8	23	-1	-5
Cc1ccccc1NC(=O)NC1CCCCC1C (centres undefined)	-9	5	i	2	8	2	-2	-6	-25	3
Cc1ccc(NC(=O)C2C(c3ccccc3)C=CC(c3ccccc3)C2C(=O)O)cc1 (centres undefined)	0	-2	i	-6	-13	-2	1	-5	5	1
CCN(CC)c1nc(N)c2c(N)nc3c(c2c1C#N)CC(c1ccccc1)O3 (centres undefined)	17	4	i	17	0	-16	-2	39	-1	3
Cc1ccc(NC(=O)c2cccs2)cc1NC(=O)c1ccc(F)cc1	2	/	i	1	/	-1	-7	26	/	1
Cc1ccc(/C=C/C(=O)NCc2cccs2)c(C)c1	30	-4	i	0	-70	-7	2	?	-3	-3
O=C(COc1ccc([N+](=O)[O-])cc1)NNC(=O)Nc1ccccc1F	-1	3	i	-2	-9	-25	/	6	1	4
NS(=O)(=O)c1cccc(NC(=O)CSc2nc3ccccc3n2-c2ccccc2)c1	4	/	i	-2	18	3	7	20	-4	2
Clc1ccc2c(c1)C(N1CCNCC1)=Nc1ccccc1O2	-5	3	i	4	22	6	2	-10	4	2
CC1CC(C(F)(F)F)n2nc(C(=O)O)cc2N1 (centres undefined)	-8	-5	i	-2	15	1	?	-9	2	3
COc1ccccc1-c1cc(C(=O)N2CCN(c3ccccc3)CC2)no1	2	0	i	0	17	-1	0	4	3	2
CN(NS(=O)(=O)c1cccs1)c1ncc(C(F)(F)F)cc1Cl	2	-6	i	-2	-1	-22	8	1	0	0
CCOC(=O)N1CCN(C(=O)c2cc(S(=O)(=O)N3CCc4ccccc43)ccc2OC)CC1	-6	3	i	-4	1	3	9	4	2	/
Cc1nc(N/N=C/c2ccc(O)cc2O)cc(N2CCOCC2)n1	6	11	i	/	1	0	4	12	-2	0
CNC(=O)NC1CCCCc2sccc21 (centres undefined)	-3	/	i	-1	3	-2	8	-5	2	0
CN(C)c1c(N)c(=O)oc2ccccc12	21	0	i	0	1	-7	-1	14	0	2
O=C(CN1C(=O)C2C3C=CC(C3)C2C1=O)NCc1ccccc1 (centres undefined)	5	1	i	/	6	-4	-1	-1	-24	1
CC(C)(C)c1ccc(C(=O)NCC(=O)OCC(=O)Nc2nc(-c3ccc(F)cc3)cs2)cc1	17	-4	i	-3	23	-42	-5	29	0	-2
Cn1c(=O)c2c(nc(NC3CCCCC3)n2CC(=O)C23CC4CC(CC(C4)C2)C3)n(C)c1=O	-9	-1	i	-2	22	6	2	-3	2	-2
CN(C)CCNC(=O)C(=O)NCC1CCCN1S(=O)(=O)c1cccs1 (centres undefined)	0	1	i	-2	12	33	3	7	0	/
CN(C)C(=O)c1ccc(NC(=O)c2ccc(-c3ccc(Cl)cc3)o2)cc1	-3	/	i	0	/	-19	4	9	/	/
CCCC(C(=O)Nc1cc(S(=O)(=O)N2CCOCC2)ccc1OC)c1ccccc1 (centres undefined)	-3	-4	i	4	19	-3	-3	4	3	0
COc1cccc(C(=O)/C=C/Nc2cccc(O)c2)c1	3	0	i	-1	5	68*	-4	-12	0	3
COC(=O)c1ccc(N/C(=N/S(=O)(=O)c2ccccc2)c2ccccc2)cc1	-2	-8	i	-3	28	-6	-1	-3	2	-2
O=c1c(Cc2ccc(Cl)cc2)c(O)ccn1Cc1ccncc1	4	0	i	-2	26	-1	-2	12	5	-1
CN(C(=O)c1cc2c(=O)n3ccccc3nc2n1C)C1CCCCC1	19	1	i	0	23	-6	-131	21	0	3
O=C(Nc1ccc(Br)cc1)C1CCCN(S(=O)(=O)c2cccnc2)C1 (centres undefined)	-4	/	i	0	-9	-1	0	-1	-4	4
CCS(=O)(=O)c1nc2ccccc2n1CC(=O)N1CCOCC1	1	-4	i	-1	21	-5	4	7	1	-1
COc1ccccc1/C=C/C(=O)Nc1ccc2c(c1)CCC2	29	3	i	-2	4	7	9	44	-3	0
COc1cccc(NC(=O)c2ccc(-n3cccn3)nc2)c1	-5	2	i	-2	15	2	-7	9	-3	-5
Nc1nc(SCc2ccc(F)cc2)n[nH]1	8	-2	i	/	9	-5	-8	1	1	1
Cn1c(=O)[nH]c(=O)c2c1nc(N1CCCCCC1)n2Cc1cccc2ccccc12	9	5	i	-1	7	0	7	12	1	0
CC(NC(=O)Cc1cccc(C(F)(F)F)c1)c1ccc(F)cc1 (centres undefined)	7	8	i	-1	21	13	-10	-11	0	-1
O=C1/C(=C/c2ccncc2)N=C2CCCCCN12	0	6	i	2	13	-2	-3	9	0	0
Cc1cc(C)c(C#N)c(Nc2ccccc2F)n1	3	2	i	-1	7	2	3	10	0	-2
O=c1cc[nH]c2c(C(F)(F)F)cccc12	-1	32	i	-21	-5	10	-2	-2	1	5
O=C(Nc1cccc(Cl)c1)Nc1c[nH]c(=O)[nH]c1=O	10	-2	i	0	25	-2	0	12	-2	1
COC(=O)[C@H](CCSC)NC(=O)NCc1ccccn1	-3	0	i	1	9	1	-1	14	-3	2
CC(=O)Nc1ccc(OS(=O)(=O)c2cc(Cl)ccc2C)cc1	1	3	i	-1	4	0	3	-2	0	-2
COCCC(=O)Nc1ccc2c(c1)CN(C(=O)c1ccc(CSC)o1)CC2	2	5	i	0	12	3	-5	12	-1	0
CCOC(=O)Cn1c(C)nc2ccccc21	-2	-4	i	0	27	-26	0	-15	4	-1
N/C(=N\OC(=O)Nc1cccc(C(F)(F)F)c1)c1ccno1	-10	1	i	-2	/	3	-1	2	-3	-5
O=C(CCc1ccc(S(=O)(=O)NCCc2ccccc2)cc1)Nc1ccc2c(c1)OCO2	6	1	i	-4	45	2	1	3	3	2
Cc1ccc(C(=O)N/C(=C\c2cccs2)C(=O)NCCCN2CCOCC2)cc1	-6	-7	i	-1	14	-2	6	0	1	0
Cc1c(Cl)cccc1Nc1ncccc1C(=O)O	4	20&7	i	-5	18	-1	7	-6	-1	-6
(continued)
SMILES	HSF1 inh	DYRK1A inh	PolyA inhibitor	GSK3 alpha inh	AI-2 QS modul	Platelet DG rel	HDAC3 inhib	HSF-1 act	GSK3B inh	HSP90 inh
COc1ccc(NS(=O)(=O)c2cc(C(=O)OC(C)C(=O)N3CCOCC3)ccc2Cl)cc1 (centres undefined)	-1	8	i	-1	2	-9	1	13	2	/
COC(=O)c1sc(N)nc1C(C)(C)C	-6	-4	i	0	-13	-12	?	-31	1	1
Cc1ccc2nc(CSc3nnc(-c4ccco4)n3-c3ccccc3)cc(=O)n2c1	1	2	i	0	54	-5	1	-3	0	1
CCNCCNC(=O)c1c(O)c2ccccc2n(CC)c1=O	-8	-1	i	-1	-3	0	-1	-15	9	2
O=C(Cc1c(F)cccc1Cl)N(Cc1ccccc1)c1ccccn1	-6	-6	i	-3	14	-1	1	6	-1	-2
O=C(NNC(=O)C1CC1)c1ccc(-c2ccccc2)cc1	-3	-5	i	-3	12	-10	-3	-3	-1	1
Clc1ccccc1-c1nnn(Cc2ccc(-c3nn[nH]n3)cc2)n1	-3	16	i	4	52	0	3	-6	2	-2
Cc1cccc(OCC(=O)Nc2ccc3c(c2)nc(CN2CCCCC2)n3C)c1	-8	-4	i	-4	17	7	11	-12	6	0
CC(C(=O)c1c[nH]c(C(N)=O)c1)c1ncc(C(F)(F)F)cc1Cl (centres undefined)	-8	-3	i	-1	29	2	1	3	-3	-4
Cc1ccc(/C(O)=C2\C(=O)C(=O)N(CCc3c[nH]c4ccccc34)C2c2cccnc2)cc1 (centres undefined)	1	-6	i	-9	5	6	-4	8	-2	0
COc1ccc(N(C(=O)c2ccn[nH]2)C(C(=O)NC(C)(C)C)c2ccc(F)cc2)cc1 (centres undefined)	-31	-6	i	0	-9	-7	-1	-43	-3	0
O=C(O)c1ccc(CSc2nc3ccccc3c(=O)n2-c2ccccc2)cc1	8	-4	/	-2	11	-1	7	20	1	8
C=CCn1c(SCC(=O)NC(=O)NC)nnc1C1CCCCC1	-4	-5	i	1	-4	15	-2	-8	-3	3
Cc1cc(Cl)ccc1NC(=S)N1CCC(C(N)=O)(N2CCCCC2)CC1	2	1	i	3	7	6	-6	7	2	2
O=Cc1ccccc1OCCCOc1cccc2cccnc12	21	0	i	0	16	0	6	30	2	2
CC(=O)c1nn(-c2ccc(Cl)cc2)cc1C(=O)c1ccc(C)cc1	5	/	i	-2	21	-2	-1	9	2	/
CCC(CC)C1=NN2C(=N)/C(=C\c3cc(C)n(-c4cccc(C)c4)c3C)C(=O)N=C2S1	-7	5	i	-2	14	6	-4	0	0	5
c1ccc2c(c1)nc(CN1CCOCC1)n1c3ccccc3nc21	1	11	i	-1	22	-4	2	5	3	-1
CCN(CC)S(=O)(=O)c1ccc(NC(=O)COC(=O)CNS(=O)(=O)/C=C/c2ccccc2)cc1	-4	0	i	-4	27	-3	5	4	3	0
COc1ccc(/C=N/NC(=O)c2ccccc2F)cc1CN1CCN(c2ccc(F)cc2)CC1	/	-8	/	-3	/	/	-3	/	/	5
COc1cc(NS(C)(=O)=O)cc(OC)c1OC	6	-1	i	0	6	-10	-1	9	1	-3
CC1=NN(C(N)=S)C(=O)C1N=Nc1ccc(Cl)cc1Cl (centres undefined)	13	21	i	7	26	0	0	31	2	10
O=C(Oc1ccccc1-c1csnn1)c1cccs1	-2	11	i	-1	8	-3	4	15	-1	-2
COc1nc(OC)nc(N2CCC(C(=O)NCc3ccc(F)cc3)CC2)n1	-2	5	i	7	17	-1	1	2	1	0

A portion of the library; the hit share may differ from the screen's.
